GalR3 antagonist: GalR3 antagonists in HEK293 cells, primary screen, cell-based, fluorescence readout; Galanin receptor type 3 (Homo sapiens), O60755; actives 0.44% (n = 360,000); inhibition, % at 3 µM; HEK293 GalR3-CNG cAMP membrane potential fluorescence; galR3 body fused to GalR1 C-terminus;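 active = inhibition above the screen-wide average plus 3 SD, cut at about 13% in these data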;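 also: forskolin and galanin both at EC90 stimulate the cells; cAMP rise reported by CNG channel membrane potential dye signal; 0% = forskolin plus galanin with DMSO and 100% = forskolin alone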
HCV NS3 hel inh: inhibitors of HCV NS3 helicase, primary screen, biochemical, Cy5 molecular beacon fluorescence; Hepatitis C virus NS3 helicase; NS3 helicase DNA unwinding; inhibition, % at 10.9 µM; actives 0.56% (n = 290,000);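 active = inhibition above the mean of all tested compounds plus 3 SD, set per campaign, cut at about 35% in these data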;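 also: 0% = DMSO wells and 100% = thioflavine S control wells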
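System: HCV NS3 helicase fragment; control set: DMSO and thioflavine S; technique: Cy5 fluorescence at 0 and 60 min, beacon hairpin quenching; reagent: beacon DNA duplex substrate plus ATP; replicates: singlicate; schedule: 1 h reaction at 25 °C, ATP-initiated; medium: MOPS buffer pH 6.5 with MgCl2, DTT, Tween20, BSA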
VIM-2 inh: VIM-2 metallo-beta-lactamase inhibitors, primary screen, biochemical, epi-absorbance readout, Pseudomonas aeruginosa enzyme; purified VIM-2, nitrocefin hydrolysis, epi-absorbance fluorescence; inhibition, % at 5.6 µM; actives 0.89% (n = 290,000); AID 1527, 2009;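 active = inhibition above the mean of all tested compounds plus 3 SD, cutoff set per screening run, cut at about 7.5% in these data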;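 also: red hydrolysis product quenches plate fluorescence so inhibitors raise well fluorescence; 0% = enzyme with DMSO and 100% = DMSO without enzyme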
IDE act: human IDE activators in live cells, primary screen, fluorescence polarization, HEK cells, FAbeta-B substrate | Insulin-degrading enzyme (Homo sapiens), P14735 | FAbeta-B cleavage; 0% vehicle, 100% cell-free pure enzyme wells | activation, % at 5.96 µM | actives 0.073% (n = 340,000);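 active = activation above the mean of all tested compounds plus 3 SD, set per screening campaign, cut at about 17% in these data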
Target sequence (P14735 whole entry, looked up): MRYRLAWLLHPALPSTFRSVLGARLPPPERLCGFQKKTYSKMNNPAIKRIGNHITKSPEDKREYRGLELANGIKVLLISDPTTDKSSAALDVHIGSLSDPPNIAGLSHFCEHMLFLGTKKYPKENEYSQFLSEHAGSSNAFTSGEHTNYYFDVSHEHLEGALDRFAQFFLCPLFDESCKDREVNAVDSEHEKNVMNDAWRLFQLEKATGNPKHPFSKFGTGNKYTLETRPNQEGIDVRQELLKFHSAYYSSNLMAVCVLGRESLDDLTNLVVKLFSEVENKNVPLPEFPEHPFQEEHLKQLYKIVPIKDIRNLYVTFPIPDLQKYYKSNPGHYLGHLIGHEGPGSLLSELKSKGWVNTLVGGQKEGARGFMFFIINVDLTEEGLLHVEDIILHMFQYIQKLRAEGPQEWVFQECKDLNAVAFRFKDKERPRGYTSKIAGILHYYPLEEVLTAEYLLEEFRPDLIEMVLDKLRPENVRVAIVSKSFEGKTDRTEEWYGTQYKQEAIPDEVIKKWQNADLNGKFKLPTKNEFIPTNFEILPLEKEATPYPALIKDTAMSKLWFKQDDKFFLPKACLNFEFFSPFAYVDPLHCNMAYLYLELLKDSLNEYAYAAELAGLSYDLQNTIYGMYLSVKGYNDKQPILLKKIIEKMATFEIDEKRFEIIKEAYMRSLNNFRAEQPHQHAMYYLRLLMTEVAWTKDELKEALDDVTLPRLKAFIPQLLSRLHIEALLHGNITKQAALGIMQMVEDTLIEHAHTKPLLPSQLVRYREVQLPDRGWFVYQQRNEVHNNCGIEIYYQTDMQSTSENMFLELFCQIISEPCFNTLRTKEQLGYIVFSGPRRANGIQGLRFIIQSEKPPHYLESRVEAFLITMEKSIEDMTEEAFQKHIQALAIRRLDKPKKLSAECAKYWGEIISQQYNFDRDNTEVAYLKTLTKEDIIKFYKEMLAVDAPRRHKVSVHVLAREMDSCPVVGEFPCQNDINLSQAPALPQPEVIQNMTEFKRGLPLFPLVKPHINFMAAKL
CRFR2-BP antag: antagonists of CRF-BP/CRF-R2 complex, primary screen, cell-based, HEK293, calcium dye fluorescence, uHTS | inhibition, % at 11.8 µM | actives 0.59% (n = 350,000) | CRF-induced calcium fluorescence;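 active = inhibition of the ligand-induced calcium signal above about 50% at the single tested concentration, limit read from the data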
IMP-1 inh: IMP-1 metallo-beta-lactamase inhibitors, primary screen, biochemical, epi-absorbance readout, Pseudomonas aeruginosa enzyme | AID 1556, 2009 | metallo-beta-lactamase IMP-1 (Pseudomonas aeruginosa) | actives 0.45% (n = 290,000) | inhibition, % at 5.6 µM | purified IMP-1, nitrocefin hydrolysis, epi-absorbance fluorescence;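 active = inhibition above the mean plus 3 SD of all compounds in the same screening run, cut at about 4.5% in these data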;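 also: 0% = IMP-1 with DMSO and 100% = DMSO wells lacking enzyme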
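System: purified IMP-1; amount: IMP-1 0.2 nM before substrate addition; compound: single dose, 5.6 µM; times: 25 °C, 15 min preincubation, 25 min reaction; signal: Epi-absorbance via hydrolysed-nitrocefin quenching of white-plate fluorescence, 480/530 nm, EDTA stop; benchmarks: DMSO with and without IMP-1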
p-CIP stab down: p/CIP-EGFP fusion destabilizers, primary screen, fluorescence, F442A cells. Q05BA5. actives 0.01% (n = 290,000). 16 h. decrease of EGFP signal, % at 10 µM;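 active = EGFP signal decrease of at least 30% at 10 µM or well 3 SD below plate mean, unless failing retest; inactive = the rest, including hits failing retest or dose response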; also: some compounds called inactive have numbers as strong as hits; many of its hits are not listed in these tables
UBC9 SUMO inh: inhibitors of in vitro SUMOylation cascade, primary screen, biochemical, HTRF, uHTS; SUMO-conjugating enzyme UBC9 (Homo sapiens), P63279; HTRF SUMOylation assay, SAE1/SAE2 + UBC9; inhibition, % at 35 µM; actives 0.36% (n = 290,000); AID 2006, 2009; in the data active = inhibition above about 50%, passing the limit was not always enough; also: strong numbers were not always called active
IDE inh: human IDE inhibitors in live cells, primary screen, fluorescence polarization, HEK cells, FAbetaB substrate | Insulin-degrading enzyme (Homo sapiens), P14735 | FAbetaB cleavage | inhibition, % at 5.59 µM | actives 0.41% (n = 320,000) | AID 434962, 2010;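 active = percent inhibition above the average of all tested compounds plus 3 SD, set per screening campaign, cut at about 16% in these data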;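 also: IDE supplied by intact live HEK cells; FP after avidin binding of uncleaved biotin substrate so inhibition keeps polarization high; 0% = DMSO wells and 100% = 60 µM reference IDE inhibitor Ii1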
* marks the source's active call; other numbers are inactive results; nt = not tested or not shown.

SMILES | GalR3 antagonist | HCV NS3 hel inh | VIM-2 inh | IDE act | CRFR2-BP antag | IMP-1 inh | p-CIP stab down | UBC9 SUMO inh | IDE inh
CCOc1ccccc1N(C(=O)CNS(=O)(=O)c1ccccc1)C(CC)C(=O)NCc1ccco1 (stereo not given) | -8 | -6 | -3.1 | -3 | 0 | -7.4 | -2 | -3 | 2
O=C(CN1C(=O)NC2(CCCC2)C1=O)OCCOc1ccc(Br)cc1 | 2 | nt | nt | -2 | -5 | nt | nt | nt | 6
Cc1c(OCC(=O)N2C[C@H]3C[C@@H](C2)c2cccc(=O)n2C3)ccc2c3c(c(=O)oc12)CCC3 | -3 | 3 | 12* | -6 | -3 | -1.8 | 8 | 13 | 7
CSCCC(NC(=O)c1ccco1)C(=O)NC1CCCCCC1 (stereo not given) | -2 | nt | nt | 2 | 5 | nt | nt | nt | -3
CN(CC(=O)Nc1ccccc1Cl)C(=O)COC(=O)c1nc(Cl)ccc1Cl | -3 | nt | nt | 7 | 3 | nt | nt | nt | 0
O=C(CN1CCN(c2ncc(C(F)(F)F)cc2Cl)CC1)NC(=O)NCc1ccccc1 | 3 | 6 | -2.9 | 4 | -2 | -2.9 | -15 | -7 | -4
COc1ccccc1N1CC(C(=O)Nc2nnc(SCC(=O)N3CCCC3)s2)CC1=O (stereo not given) | 2 | -12 | -1.9 | 4 | -5 | -2.8 | -9 | 14 | 4
Cn1cc(Cl)c(C(=O)Nc2nccs2)n1 | -3 | 4 | -6.9 | 3 | -5 | -4.1 | -21 | -8 | 8
CCCNC(=O)Cn1c(=O)oc2cc(S(=O)(=O)N3CCCC3)ccc21 | 6 | -8 | -6.2 | 0 | -2 | -3.1 | -11 | 14 | 2
Cc1[nH]nc(-c2ccc(OCc3cnn(-c4ccccc4)c3)cc2O)c1Oc1ccccc1F | 8 | -2 | -3.0 | -4 | -5 | -1.4 | -2 | -18 | -4
S=C(Nc1ccccc1)N1CCn2cccc2C1c1cccnc1 (stereo not given) | -5 | 3 | -1.8 | 2 | 4 | -1.1 | 2 | -4 | 5
O=C(CCc1c[nH]c2ccccc12)NCCc1ccc(O)cc1 | -5 | -4 | 0.0 | 5 | 3 | -2.7 | 3 | 8 | 7
Nn1c(SCC(=O)Nc2ccc3c(c2)CCC3)nnc1C1CC1 | -6 | nt | nt | 1 | 5 | nt | nt | nt | 2
O=S(=O)(NCCC1=CCCCC1)c1ccc(Br)cc1 | -2 | -9 | -2.1 | 3 | 0 | -4.2 | 4 | -4 | 3
C/C(=C\C1CCCCC1)C(NC(=O)c1ccc(C(F)(F)F)cc1)c1ccc(-c2ccccc2)cc1 (stereo not given) | 0 | nt | nt | 3 | -39 | nt | nt | nt | 2
CCOc1ccc(N(CCC#N)S(=O)(=O)c2ccc(OC)cc2)cc1 | -6 | 1 | -1.8 | 2 | -1 | -4.1 | 0 | 0 | -1
CN(C)CCCN(C(=O)c1nc2ccccc2s1)c1nc2ccc(F)cc2s1 | -6 | nt | nt | 4 | 19 | nt | nt | nt | 5
O=c1cc(CN2CCOCC2)c2cc(Cl)c(O)cc2o1 | -1 | 10 | -4.2 | 2 | 3 | -2.9 | -9 | 30 | 6
CCOc1cccc(C(=O)Nc2ccc3[nH]ncc3c2)c1 | -9 | -2 | -0.7 | 0 | -12 | -0.6 | -2 | 10 | 1
COc1cc2ccccc2cc1C(=O)NNC(=O)c1ccccc1O | -3 | 5 | -3.2 | 0 | nt | -2.0 | 2 | -2 | -1
C=CCSc1nc(-c2ccccc2)c2cc(Cl)ccc2n1 | 1 | -7 | 1.2 | 0 | 22 | 0.0 | 0 | 21 | -2
COc1ccccc1CNC(=O)c1ccccc1C(=O)NC(CC(C)C)C(=O)NCc1ccccc1OC (stereo not given) | -4 | 8 | -6.5 | 4 | 8 | -1.7 | -8 | nt | 1
Cc1cnc(C)c(N(C)NC(=S)Nc2ccccc2)n1 | 4 | 4 | -3.4 | 5 | -5 | -2.2 | -12 | 15 | 4
O=C(/C=C/c1cccc(Br)c1)NCc1ccncc1 | -4 | 1 | -1.8 | 0 | 0 | -1.7 | -1 | 6 | 3
O=c1c2ccccc2[nH]c(=S)n1C1CCCCC1 | -3 | 4 | -3.4 | 0 | -31 | -3.4 | -10 | 22 | 0
COC(CNC(=O)c1ccc(CS(=O)(=O)c2ccc(Br)cc2)o1)OC | -13 | 14 | -2.7 | 5 | -3 | -2.8 | -20 | -9 | 4
COc1ccc2c(c1)O[C@H](c1ccc3c(c1)OCO3)[C@@H](OC(=O)Nc1cc(OC)c(OC)c(OC)c1)C2=O | nt | -11 | 0.6 | nt | nt | -0.2 | -16 | -8 | -3
Cc1ccc(C(=O)N/C(=C/c2ccco2)C(=O)NCCc2c[nH]c3ccccc23)cc1 | -1 | -4 | -0.9 | 1 | 4 | -3.5 | -16 | 23 | 0
COc1ccc(CCNC(=O)c2cnc(C)cn2)cc1 | -4 | 19 | -2.9 | 1 | -4 | -3.9 | -5 | -3 | 10
CCN1CCN(Cc2ccc(NC(=O)c3cc(NC(=O)c4nccnc4N)cc(OC)c3)cc2C(F)(F)F)CC1 | -9 | nt | nt | 4 | 11 | nt | -10 | 7 | 0
CCOC(=O)N1CCN(C(=O)CCc2ccc(S(=O)(=O)NCCc3ccccc3)cc2)CC1 | -5 | -6 | -0.9 | 3 | -11 | -1.0 | -5 | 0 | 3
COc1cccc(N2CCN(C(=O)c3cc4cc(Cl)ccc4[nH]3)CC2)c1 | -9 | -19 | -1.5 | 3 | -47 | -3.4 | -7 | -22 | nt
C=CCN(c1ccccc1)S(=O)(=O)c1ccc(Cl)c(C(=O)OCC(=O)NCCCN2CCCC2=O)c1 | -6 | 6 | -2.4 | 4 | -18 | -2.9 | 33 | -15 | 4
COc1ccc(CCNC(=O)CSc2n[nH]c(C)c2[N+](=O)[O-])cc1OC | -6 | 3 | -2.6 | 1 | 2 | -3.2 | -11 | 10 | -2
Cc1cccc(NC(=S)NCCN(C2CCCCC2)C2CCCC2)c1 | -9 | -25 | -1.1 | 2 | 2 | -1.8 | 5 | -3 | -1
CCCC(=O)Nc1cccc(NC(=S)NC(=O)C(C)Oc2ccc(Cl)cc2Cl)c1 (stereo not given) | -3 | -1 | -3.9 | 0 | -13 | -4.3 | 0 | -28 | 3

2 entries picked at random from the list so far, as already listed:
SMILES | GalR3 antagonist | HCV NS3 hel inh | VIM-2 inh | IDE act | CRFR2-BP antag | IMP-1 inh | p-CIP stab down | UBC9 SUMO inh | IDE inh
COc1ccc(CCNC(=O)c2cnc(C)cn2)cc1 | -4 | 19 | -2.9 | 1 | -4 | -3.9 | -5 | -3 | 10
O=c1c2ccccc2[nH]c(=S)n1C1CCCCC1 | -3 | 4 | -3.4 | 0 | -31 | -3.4 | -10 | 22 | 0

Going on with the list.
SMILES | GalR3 antagonist | HCV NS3 hel inh | VIM-2 inh | IDE act | CRFR2-BP antag | IMP-1 inh | p-CIP stab down | UBC9 SUMO inh | IDE inh
CSc1nnc(CSc2cc(C)nc(N(C)C)n2)o1 | 0 | -6 | 2.7 | 1 | 5 | -0.6 | -14 | -11 | 2
CCCn1c(N)c(C(=O)CSc2n[nH]c(-c3ccccc3F)n2)c(=O)n(C)c1=O | -3 | nt | nt | -7 | -5 | nt | nt | nt | 4
NC(=O)c1ccc(NC(=O)CN2CCN(C(=O)c3ccco3)CC2)cc1 | -8 | 3 | -2.0 | 1 | -6 | -1.1 | -9 | 14 | 2
COc1ccc(CCNC(=O)C2(C)CCC(=O)N2CCC(C)C)cc1OC (stereo not given) | -1 | -10 | 3.5 | 0 | 5 | 3.7 | -7 | 12 | -1
Cn1c(=O)c2c(nc(NCC(O)CO)n2CCc2ccccc2)n(C)c1=O (stereo not given) | -3 | -5 | -2.1 | 3 | -11 | 3.5 | -8 | 21 | 0
NS(=O)(=O)c1ccc(NC(=O)COc2ncnc3sccc23)cc1 | -5 | -14 | -2.3 | 1 | 18 | -3.6 | 10 | -6 | -4
CC(C(=O)Nc1ccccc1-c1ccccc1)N1CCOCC1 (stereo not given) | 3 | 3 | -0.2 | 1 | -1 | -1.1 | -4 | 4 | 1
CCOc1ccc(C(=O)N2CCN(c3cccc(Cl)c3)CC2)cc1 | 5 | 5 | -0.8 | -2 | 1 | -0.4 | -2 | -15 | 5
CCOc1ccc(N2CC(C(=O)Nc3cccnc3)CC2=O)cc1 (stereo not given) | 0 | 3 | -2.0 | 1 | 5 | -1.4 | -3 | 11 | -5
COc1cc(/C=N/NC(=S)N/N=C/c2cc(OC)c(OC)c(OC)c2)cc(OC)c1OC | 20* | -24 | -3.1 | 0 | 4 | -5.6 | -16 | -4 | 6
CC(=O)c1cn(CC(=O)NCC2CCCO2)c2ccccc12 (stereo not given) | -3 | 2 | -3.1 | 2 | 10 | -3.2 | -9 | 9 | 3
Cc1cc(C)cc(N(C(=O)c2csnn2)C(C(=O)NC2CCCCC2)c2cccnc2)c1 (stereo not given) | -2 | 9 | -4.4 | -3 | -1 | -1.2 | -4 | 4 | 10
COc1cccc(Cn2cnc3c(NS(=O)(=O)c4cccc(Cl)c4Cl)c(C)c(C)cc32)c1 | -2 | -67 | -1.2 | -1 | -4 | -3.0 | 2 | 0 | 0
CCC(=O)NCCc1nc2ccccc2n1CC | nt | 0 | 1.2 | 8 | 22 | -3.9 | -8 | 19 | 4
O=C(CSc1nc(=O)n(CCCN2CCOCC2)c2c1CCC2)Nc1cccc(F)c1 | -3 | nt | nt | -3 | -4 | nt | nt | nt | 1
O=C(CN1CCN(Cc2ccccc2)C1=O)NCc1cccs1 | -4 | 1 | -1.1 | 2 | -3 | -2.1 | 4 | 20 | 1
CC(NC(=O)CCN1C(=O)c2ccccc2C1=O)c1ccccc1 (stereo not given) | -3 | -10 | 1.7 | 3 | 9 | -1.0 | 2 | -3 | 1
COc1ccc2c(CC(=O)NCc3cccs3)coc2c1 | -1 | 15 | -1.9 | 0 | 26 | 0.3 | 7 | 8 | -1
COC(=O)c1ccc(CSc2nncn2N)cc1 | -2 | 12 | -0.4 | 5 | 8 | -2.3 | -1 | 29 | 4
CC(=O)Oc1ccc(CC(C(=O)O)N2C(=O)c3ccccc3C2=O)cc1 (stereo not given) | -9 | 12 | 0.3 | 1 | 4 | -0.3 | -5 | 7 | 4
c1ccc(-c2noc(CN3CCN(c4cnccn4)CC3)n2)cc1 | -2 | 27 | -1.4 | 6 | 74* | 0.1 | 1 | -4 | 4

Compound activity (PubChem)
